FN deposit inh: inhibitors of fibronectin matrix deposition, primary screen, AH1F cells, Alexa488-fibronectin fluorescence, plate reader; AH1F fibroblasts, overnight; inhibition, % at 12.6 µM; actives 0.086% (n = 350,000); AID 743247, 2014;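 active = mean inhibition across replicates of 30% or more, regardless of how many single replicates reach that level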;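 also: positive control wells lacked labelled fibronectin entirely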
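Material: AH1F fibroblast monolayer depositing Alexa488-labelled fibronectin into matrix | Input: 10000 AH1F cells/well | Medium: DMEM plus 2% serum, read in PBS | Reagent: Alexa488-fibronectin, 24 nM final in well | Compound dosing: One dose per compound, pinned | Schedule: 1 h adhesion, overnight exposure | Measured by: Fluorescence at 485 nm excitation, 525 nm emission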
PGC1a acetyl inh: inhibitors of PGC1a acetylation signal, primary screen, cell-based, U2OS, AlphaScreen, inhibitor mode; actives 0.17% (n = 350,000); inhibition, % at 15.6 µM; AlphaScreen anti-acetyl-lysine; with virally co-expressed GCN5 acetyltransferase;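 active = every replicate shows inhibition of at least 40%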;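 also: 0% = neutral control wells and 100% = positive control wells; some results beyond the cut were filed as inactive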
CFTR F508del cor: F508del CFTR correction, initial screen, CFBE line, single point; CFBE cells, YFP halide quenching; stimulated with forskolin plus potentiator P3; % fluorescence drop versus neutral controls; activity (quench increase), % at 7.58 µM; actives 0.36% (n = 350,000); AID 720511, 2013;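 active = mean added fluorescence quench of at least 8% versus neutral control, with both replicates also reaching 8%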;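 also: cells transiently co-express mutant CFTR-F508del with the halide-sensitive YFP; corrector assay measuring rescue of mutant channel to the surface after 24 h compound exposure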
C2C12 statin: suppressors of statin myotoxicity in C2C12 myotubes, primary screen, cell-based, single point, plate reader; rescue of ATP level, % at 7.49 µM; AID 602340, 2012; C2C12 myotubes + simvastatin, ATP luminescence, 48 h; scaled: DMSO 0, geranylgeraniol control 100; actives 0.78% (n = 330,000);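 active = mean ATP rescue above about 67%, or every replicate alone reaching that limit, limit read from the data, passing the limit was not always enough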;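 also: myotubes were challenged with 10 µM simvastatin during compound exposure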
GSIS activator: GLuc luminescence reporter in INS-1E cells, primary screen for activators of glucose-dependent secretion of insulin; activation, % at 16.6 µM; INS-1E GLuc reporter insulin secretion, 2-3 h; actives 0.61% (n = 370,000);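 active = lowest replicate activation of at least 40%, so every replicate reaches that level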;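 also: 0% = median of neutral control wells and 100% = median of IBMX positive control wells; some compounds called inactive have numbers as strong as hits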
PglD DTNB: C. jejuni PglD acetyltransferase inhibitors, primary screen, biochemical, DTNB colorimetric, single point | UDP-N-acetylbacillosamine N-acetyltransferase PglD (Campylobacter jejuni) | purified PglD enzyme, DTNB colorimetric CoA detection | inhibition, % at 12.5 µM | actives 0.098% (n = 360,000); in the data active = inhibition above about 16%, passing the limit was not always enough; also: strong numbers were not always called active
Cneo AK release: Cryptococcus neoformans cell lysis inducers, primary screen, AK release luminescence, single concentration; C. neoformans lysis, adenylate kinase release luminescence, 4 h; normalised: neutral wells 0, clomiphene wells 100; lysis activity, % at 15 µM; actives 0.2% (n = 360,000);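 active = mean lysis activity across replicates of at least 80%, whatever share of replicates individually reach that level; inactive = mean lysis activity below 80%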
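Assay system: log-phase C. neoformans yeast / Quantity: yeast cell density of 5 × 10^6 cells/mL / Medium: fresh YPD growth medium / Compound: single dose / Timing: static 4 h at 37 °C with compound, 1 h detection / Measured by: adenylate kinase release luminescence / Read-out: lysis from increased AK signal / Benchmarks: Clomiphene as positive lysis control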
miR-122 sensor: miR-122 Renilla sensor signal increase in Huh7, primary screen, miR-122 inhibitor project, cell-based, single point, plate reader; Huh7 miR-122 Renilla luciferase sensor, 48 h; neutral wells = 0, positive control = 100; activation (reporter increase), % at 12.5 µM; actives 0.3% (n = 340,000);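 active = mean replicate activation score at least 90 and every replicate individually at or above 90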;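 also: higher luciferase means less miR-122 activity so hits act as miR-122 inhibitors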
* = called active by the depositor; nt = no result given; & = joins results of further samples; [ ] = another dose, or the depositor's remark. An unsorted share of the library; any-hit rate near 2.1%.

(1) COCCn1c(SCC(=O)NCc2ccc3c(c2)OCO3)nc2ccccc2c1=O
(2) CN(C[C@H]1N[C@H](CO)[C@H]1c1ccc(C2=CCCCC2)cc1)S(C)(=O)=O
(3) COc1cccc(S(=O)(=O)Nc2ccc3c(c2)[C@H]2C[C@H](CC(=O)NCc4cccc(F)c4)O[C@H](CO)[C@H]2O3)c1
(4) Cc1ccccc1-c1cnc2c(c1)C(=O)N([C@H](C)CO)C[C@H](C)[C@@H](CN(C)Cc1ccncc1)O2
(5) C[C@H](O)C#Cc1ccc2c(c1)O[C@H](CN(C)C)[C@@H](C)CN([C@H](C)CO)S2(=O)=O
(6) CC(=O)c1ccc(OCC(=O)Nc2ccc3c(c2)OCO3)cc1
(7) COc1ccc(NC(=O)NCc2cccnc2)cc1OC
(8) COc1ccc(N2CCN(c3ccc(NC(=O)/C=C\C(=O)O)cc3)CC2)cc1

assay / entry	1	2	3	4	5	6	7	8
FN deposit inh	-6.6	-4.5	8.4	nt	6.6	nt	2.4	-4.0
PGC1a acetyl inh	1.3	-17.3	-1.8	-3.1	-10.6	5.3	nt	2.7
CFTR F508del cor	-1.0	-1.9	0.9	0.8	0.4	-1.3	nt	0.6
C2C12 statin	nt	2.5	-0.4	-24.0	-7.6	24.3	nt	-7.5
GSIS activator	4.2	11.3	-20.8	-5.4	-4.1	20.5	nt	nt
PglD DTNB	nt	-0.9	-2.9	0.4	0.9	0.5	3.9	0.7
Cneo AK release	nt	-0.3	-1.1	1.3	-1.8	-3.6	6.5	4.6
miR-122 sensor	nt	-7.1[16.7 µM]	4.5[16.7 µM]	-1.4[16.7 µM]	-2.7[16.7 µM]	-0.7	-2.7	-4.2

(9) Cc1ccc(CN2C(=NC(=O)CCC(=O)O)SC3CS(=O)(=O)CC32)cc1 (stereo unspecified)
(10) C[C@H]1CN([C@@H](C)CO)C(=O)c2cc(NC(=O)CCN3CCOCC3)ccc2O[C@H]1CN(C)S(=O)(=O)c1ccccc1
(11) CCc1ccc2c(c1)C1(NN=C(c3ccc(C)cc3)S1)C(=O)N2 (stereo unspecified)
(12) CCC1CCCCN1CCCNC(=O)Cn1nc(-c2ccccc2)ccc1=O (stereo unspecified)
(13) N#Cc1c(N)c(C(=O)c2ccc(Cl)cc2)n2c1CCC2
(14) CC(C)[C@H](NC(=O)c1ccc(Cl)c([N+](=O)[O-])c1)C(=O)NCc1ccc(Cl)cc1Cl
(15) COc1ccc(CNC(=O)c2cc3cccc(OC)c3oc2=N)cc1
(16) COc1ccc(NC(=O)N(C)C[C@H]2Oc3ccc(NS(C)(=O)=O)cc3C(=O)N([C@H](C)CO)C[C@@H]2C)cc1

assay / entry	9	10	11	12	13	14	15	16
FN deposit inh	-2.6	nt	nt	nt	nt	-6.1	4.6	3.7
PGC1a acetyl inh	-1.9	10.6	4.5	-11.0	5.6	-2.9	9.3	0.8
CFTR F508del cor	1.9	-2.6	nt	0.6	nt	nt	-0.1	-1.9
C2C12 statin	nt	-17.9	nt	-1.9	-15.9	nt	0.2	5.2
GSIS activator	-4.5	14.4	nt	16.7	31.2	-19.3	6.6	-2.2
PglD DTNB	nt	-4.1	0.8	7.2	-6.0	-3.7	-3.0	0.0
Cneo AK release	nt	-0.3	0.6	0.1	12.6	-4.5	1.9	-0.8
miR-122 sensor	nt	0.9[16.7 µM]	3.1	2.2	1.8	-8.0	nt	-7.9[16.7 µM]

A second format for some results above.
Below each compound: FN deposit inh | PGC1a acetyl inh | CFTR F508del cor | C2C12 statin | GSIS activator | PglD DTNB | Cneo AK release | miR-122 sensor
(4) Cc1ccccc1-c1cnc2c(c1)C(=O)N([C@H](C)CO)C[C@H](C)[C@@H](CN(C)Cc1ccncc1)O2
    nt | -3.1 | 0.8 | -24.0 | -5.4 | 0.4 | 1.3 | -1.4[16.7 µM]
(5) C[C@H](O)C#Cc1ccc2c(c1)O[C@H](CN(C)C)[C@@H](C)CN([C@H](C)CO)S2(=O)=O
    6.6 | -10.6 | 0.4 | -7.6 | -4.1 | 0.9 | -1.8 | -2.7[16.7 µM]
(6) CC(=O)c1ccc(OCC(=O)Nc2ccc3c(c2)OCO3)cc1
    nt | 5.3 | -1.3 | 24.3 | 20.5 | 0.5 | -3.6 | -0.7
(7) COc1ccc(NC(=O)NCc2cccnc2)cc1OC
    2.4 | nt | nt | nt | nt | 3.9 | 6.5 | -2.7
(8) COc1ccc(N2CCN(c3ccc(NC(=O)/C=C\C(=O)O)cc3)CC2)cc1
    -4.0 | 2.7 | 0.6 | -7.5 | nt | 0.7 | 4.6 | -4.2
(9) Cc1ccc(CN2C(=NC(=O)CCC(=O)O)SC3CS(=O)(=O)CC32)cc1 (stereo unspecified)
    -2.6 | -1.9 | 1.9 | nt | -4.5 | nt | nt | nt
(10) C[C@H]1CN([C@@H](C)CO)C(=O)c2cc(NC(=O)CCN3CCOCC3)ccc2O[C@H]1CN(C)S(=O)(=O)c1ccccc1
    nt | 10.6 | -2.6 | -17.9 | 14.4 | -4.1 | -0.3 | 0.9[16.7 µM]
(11) CCc1ccc2c(c1)C1(NN=C(c3ccc(C)cc3)S1)C(=O)N2 (stereo unspecified)
    nt | 4.5 | nt | nt | nt | 0.8 | 0.6 | 3.1
(12) CCC1CCCCN1CCCNC(=O)Cn1nc(-c2ccccc2)ccc1=O (stereo unspecified)
    nt | -11.0 | 0.6 | -1.9 | 16.7 | 7.2 | 0.1 | 2.2
(13) N#Cc1c(N)c(C(=O)c2ccc(Cl)cc2)n2c1CCC2
    nt | 5.6 | nt | -15.9 | 31.2 | -6.0 | 12.6 | 1.8

Continued.
(17) Cc1ccc(NC(=O)NNC(=O)c2sccc2-n2cccc2)cc1
(18) O=C(COC(=O)C12CC3CC(CC(O)(C3)C1)C2)NC12CC3CC(CC(C3)C1)C2
(19) FC(F)Oc1ccc(NC(=S)NCc2nc3ccccc3[nH]2)cc1
(20) C[C@H](CO)N1C[C@H](C)[C@H](CN(C)C)Oc2ccc(NC(=O)Nc3ccccc3)cc2CC1=O
(21) COc1ccc(NC(=O)c2cc3ccccc3o2)cc1S(=O)(=O)N1CCCCC1
(22) CO[C@@H]1CN(C)C(=O)c2ccc(NC(=O)C3CCCC3)cc2OC[C@@H](C)N(C(C)=O)C[C@@H]1C
(23) CCCCC(CC)C(=O)Nc1cc(C(=O)NCc2ccc(C)cc2)ccc1N1CCC2(CC1)CC(c1ccccc1)=NO2 (stereo unspecified)
(24) Cc1nnc(SCc2cc(=O)n3[nH]cnc3n2)s1

assay / entry	17	18	19	20	21	22	23	24
FN deposit inh	-7.7	1.0	1.1	nt	2.0	2.1	-7.2	nt
PGC1a acetyl inh	-2.3	0.3	11.6	0.6	-1.0	14.7	nt	1.8
CFTR F508del cor	-2.8	1.3	-2.2	1.1	-4.6	1.8	-0.7	nt
C2C12 statin	nt	nt	nt	-6.2	9.2	nt	7.4	9.0
GSIS activator	6.4	-16.6	-8.0	-5.2	-49.6	10.2	-5.5	nt
PglD DTNB	nt	nt	nt	2.5	-1.9	nt	3.2	-0.7
Cneo AK release	nt	nt	nt	9.1	-3.1	nt	-1.7	-0.1
miR-122 sensor	nt	nt	nt	1.5[16.7 µM]	0.7	nt	nt	-13.0

(25) Cc1ccccc1-c1nc(CS(=O)(=O)CC(=O)N2CCOCC2)c(C)o1
(26) C[C@H]1CN([C@@H](C)CO)C(=O)CCCn2nncc2CO[C@@H]1CN(C)Cc1ccncc1
(27) C[C@H]1CN([C@@H](C)CO)C(=O)CCCn2cc(nn2)CO[C@@H]1CN(C)Cc1ccccc1C(=O)O
(28) CC(=O)N1CCc2cc(N=NC3=C(O)CCCC3=O)ccc21
(29) CC(=O)NCCc1nc2ccccc2n1CCOc1cccc(C)c1
(30) C[C@@H]1CN([C@@H](C)CO)C(=O)c2cc(C#CC3CCCCC3)cnc2O[C@@H]1CN(C)Cc1cncnc1
(31) O=C(c1ccccc1Cl)N1CCN(S(=O)(=O)N2CCCCC2)CC1
(32) O=C(Nc1cnn(Cc2ccc(Cl)cc2)c1)c1cnccn1
(33) Cc1ccc2c(c1)c1nc3ccccc3nc1n2C

assay / entry	25	26	27	28	29	30	31	32	33
FN deposit inh	2.6	-3.8&-0.7	-4.2	2.0	-1.6	8.2	0.8	0.3	3.6
PGC1a acetyl inh	-0.7	4.2&5.8	-2.1	12.2	-24.2	8.3	nt	-13.6	nt
CFTR F508del cor	-2.0	-3.0&2.0	1.1	-2.1	0.5	-0.1	-0.6	nt	-0.7
C2C12 statin	5.5	3.5&-3.9	-11.7	3.3	2.4	8.7	-5.6	3.2	-8.8
GSIS activator	23.5	13.1&-4.9	-0.9	-3.9	58.9*	-12.8	4.7	-1.0	19.1
PglD DTNB	0.3	2.3&1.5	0.7	-6.6	nt	1.1	7.1	-1.5	-0.5
Cneo AK release	-1.6	0.4&0.1	1.1	-4.2	nt	3.4	-0.7	-0.2	0.0
miR-122 sensor	-0.1	-5.1	0.7[16.7 µM]	-5.3	3.5	15.4[16.7 µM]	nt	-0.7	nt

Full records from above. Order of screens: FN deposit inh | PGC1a acetyl inh | CFTR F508del cor | C2C12 statin | GSIS activator | PglD DTNB | Cneo AK release | miR-122 sensor
CC(=O)NCCc1nc2ccccc2n1CCOc1cccc(C)c1 is listed as -1.6 | -24.2 | 0.5 | 2.4 | 58.9* | nt | nt | 3.5
C[C@@H]1CN([C@@H](C)CO)C(=O)c2cc(C#CC3CCCCC3)cnc2O[C@@H]1CN(C)Cc1cncnc1 is listed as 8.2 | 8.3 | -0.1 | 8.7 | -12.8 | 1.1 | 3.4 | 15.4[16.7 µM]

Screens as filed in PubChem.
